UTI89 phage lysis = protection from phage-mediated lysis, alamar blue read-out – E. coli UTI89, K1F phage, bacterial capsule biogenesis inhibitors (AID 488966) | E. coli UTI89 K1F phage lysis, alamar blue, 2 h; higher % means a stronger effect | inhibition, % at 100 µM, or IC50 in µM where a hit was titrated | actives 0.02% (n = 340,000);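 active = phage lysis inhibition, versus mean bacterial control, above a set limit; inconclusive = no clear call, values can overlap the other calls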;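 also: capsule biogenesis inhibitors block K1F phage lysis so surviving cells raise fluorescence; higher fluorescence means more inhibition of phage lysis; actives were called in the ten point dose series up to 300 µM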
Siah-1 displacement = blockers of Siah-1 interaction with plectin peptide – biochemical, fluorescence polarization, rhodamine-plectin, uHTS, primary screen (AID 1817); Siah-1 / rhodamine-plectin peptide fluorescence polarization; higher % means a stronger effect; actives 0.02% (n = 290,000); displacement, % at 20 µM, or IC50 in µM where a hit was titrated;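 active = displacement of at least 50% at 20 µM, with a fluorescence ratio check between 0.3 and a set limit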;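 also: plate controls were Siah plus tracer with DMSO for no effect and tracer alone without Siah for full effect; strong numbers were not always called active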
RSV antiviral HEp-2 = inhibition of RSV-induced cytopathic effect – HEp-2 cells, primary 10 µM value included (AID 2391); CPE inhibition, % at 10 µM, or IC50 in µM where a hit was titrated; actives 0.13% (n = 310,000); HEp-2 cells, RSV-induced CPE inhibition; higher % means a stronger effect; in the data active = a potency from the dose series; inconclusive = CPE inhibition mostly from about 23% at the one dose, without a potency; inactive = the rest, 99 in 100 with CPE inhibition below about 21%; also: strong numbers were not always called active
NTR1 agonist = NTR1-driven beta-arrestin-GFP spot formation – imaging, U2OS cells, high content, primary screen (AID 493036). actives 0.17% (n = 330,000). agonist mode. activation, % at 20 µM;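 active = activation at or above 40% of the spot to cytoplasm intensity ratio, with at least 20 cells analyzed; inconclusive = wells under 20 cells, flagged as cytotoxic or low count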;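 also: 0% = DMSO without peptide and 100% = 100 nM NTR1 peptide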
Target sequence (P30989 whole entry, looked up): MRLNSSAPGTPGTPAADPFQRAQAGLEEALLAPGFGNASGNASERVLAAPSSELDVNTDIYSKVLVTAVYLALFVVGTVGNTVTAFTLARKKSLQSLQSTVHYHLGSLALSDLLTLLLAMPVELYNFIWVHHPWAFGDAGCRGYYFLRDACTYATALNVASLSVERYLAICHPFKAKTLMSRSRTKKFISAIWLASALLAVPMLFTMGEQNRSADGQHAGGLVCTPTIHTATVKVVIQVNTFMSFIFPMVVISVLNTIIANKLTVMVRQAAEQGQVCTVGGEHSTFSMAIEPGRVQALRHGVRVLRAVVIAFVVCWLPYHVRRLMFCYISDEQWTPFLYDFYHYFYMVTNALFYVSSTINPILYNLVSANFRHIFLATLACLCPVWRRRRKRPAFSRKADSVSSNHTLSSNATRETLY
Dengue-2 NS5 capping = flavivirus cap methylation enzyme inhibition – biochemical, confirmation dose response, primary screen (AID 588689) | inhibition, % at 25 µM; hits with a dose series show IC50 in µM | Dengue-2 NS5 methyltransferase capping enzyme assay, biochemical; higher % means a stronger effect | actives 0.3% (n = 340,000); in the data active = a potency from the dose series; inconclusive = inhibition above about 29% without an active follow-up result
Large T inhibition = SV40 large T antigen inhibitors, biochemical (AID 1903); SV40 large T antigen ATPase/helicase inhibition assay; higher % means a stronger effect; inhibition, % at 20 µM; hits with a dose series show IC50 in µM; actives 0.39% (n = 310,000); in the data active = a potency from the dose series; inconclusive = inhibition mostly from about 32% at the one dose, without a potency; inactive = the rest, 99 in 100 with inhibition below about 32%; also: strong numbers were not always called active
AID2073 = disruptors of CaV2.2 binding to Mint1 – biochemical, HTRF (AID 2073) | one-dose inhibition, % at 20 µM; IC50 in µM for titrated hits | HTRF protein-protein interaction, Mint1-CaV2.2; higher % means a stronger effect | actives 0.19% (n = 290,000); in the data active = inhibition mostly above about 51%, no sharp cut-off; inconclusive = no clear call, values can overlap the other calls; inactive = mostly below about 53%; also: some results filed as inactive read as strong as hits
West Nile virus CPE = West Nile virus antiviral activity, cell-based, CPE readout (AID 1621) | West Nile virus-infected cells, CPE inhibition; higher % means a stronger effect | CPE inhibition, % at 10 µM; hits with a dose series show IC50 in µM | actives 0.02% (n = 290,000); in the data active = a potency from the dose series; inconclusive = CPE inhibition mostly from about 3.7% at the one dose, without a potency; inactive = the rest, 99 in 100 with CPE inhibition below about 2.2%; also: strong numbers were not always called active
Rac1 GTP hydrolysis = MgcRacGAP GTPase-activating activity inhibitors, confirmation, biochemical, ADP Hunter fluorescence; inhibition, % at 30 µM; hits with a dose series show IC50 in µM; MgcRacGAP-stimulated Rac1 GTP hydrolysis, ADP Hunter fluorescence; higher % means a stronger effect; GST-tagged Rac1 F28L mutant substrate; actives 0.6% (n = 340,000);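 active = first-screen hits whose inhibition reached a set limit at any dose in the follow-up dose series; inconclusive = inhibition above the set first-screen limit but never retested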;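 also: fluorescence reports GDP produced by GAP-driven GTP hydrolysis; strong numbers were not always called active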
NTR1 agonist cell count 20 µM = recorded beside NTR1 agonist, whose call it bears; cell count; measured here: cell count, cytotoxicity flag
The depositor's hits bear a star; u = inconclusive; x = no result given; & = joins results of further samples; [ ] = another dose, or the depositor's remark.

SMILES	UTI89 phage lysis	Siah-1 displacement	RSV antiviral HEp-2	NTR1 agonist	NTR1 agonist cell count 20 µM	Dengue-2 NS5 capping	Large T inhibition	AID2073	West Nile virus CPE	Rac1 GTP hydrolysis
CC(C)(C)OC(=O)N[C@@H](Cc1ccccc1)C(=O)N1CCC(C(=O)O)CC1	2.5%	4.4%	-0.7%	0.9	46	-4.1%	-1.3%	1.1%	0.0%	6.8%
O=C(CN1CCN(Cc2ccccc2)CC1)NNC(=O)c1ccc(Cl)cc1	1.1%[50 µM]	x	-2.5%	2.9	38	-2.9%	3.5%	x	x	7.2%
O=C(O)/C=C/c1ccc(Cn2ccnc2)cc1	-3.9%&3.4%	x	-0.3%	0.2	64	-3.7%&-10.4%	11.4%	x	0.0%	4.7%&0.8%
c1ccc(Oc2nc(NCc3ccco3)nc(NCc3ccco3)n2)cc1	0.4%	-3.5%	-0.3%	3.7	80	-5.7%	8.1%	-2.9%	-0.5%	6.9%
COc1ccc(N2C(=O)NC3CC2(C)Oc2ccc(Br)cc23)cc1OC (stereo not drawn)	0.3%	1.6%	1.2%	0.9	74	-8.3%	-1.6%	-4.5%	-0.2%	7.1%
O=C(c1cccc(Cl)c1)N1CCCc2ccccc21	1.1%	4.4%	3.3%	-0.8	60	-3.9%	8.2%	-1.9%	-0.2%	12.6%
Cc1ccccc1NC(=O)c1cccc(NC(=O)c2c(C(=O)O)cccc2[N+](=O)[O-])c1	0.6%	x	2.6%	-0.8	54	0.8%	10.8%	x	x	10.5%
Cc1noc(C)c1NC(=O)Nc1ccc2c(c1)CC(=O)N([C@@H](C)CO)C[C@@H](C)[C@@H](CN(C)C(=O)Nc1cccc3ccccc13)O2	0.9%	x	x	-1.5	55	-0.8%	x	x	x	7.8%
Cc1ccccc1S(=O)(=O)Cc1ccc(C(=O)O)o1	3.2%	-2.2%	0.8%	0.9	45	-0.7%	10.3%	-3.0%	-0.6%	3.9%
Cc1nn(-c2ccccc2)c(Cl)c1/C=C(\C#N)C(=O)NC(C)C	7.5%	-7.2%	1.2%	2.1	35	-13.8%	15.3%	11.9%	-0.4%	1.2%
CC1=[N+]([O-])C(C)(C)N(O)C1(C)C	1.3%	13.5%	1.4%	1.1	44	11.7%	6.6%	6.7%	0.0%	-2.2%
Cn1c2ccccc2c(=O)c2cc(C#CC3=CCCCC3)ccc21	0.8%	x	5.3%	7.0	57	-2.4%	x	x	x	3.6%
Cc1ncn(C23CC4CC(CC(C4)C2)C3)n1	-1.3%	-9.6%	1.3%	-1.0	50	-4.4%	0.1%	-8.0%	0.5%	-7.3%
N#Cc1c(Nc2ccc(Cl)cc2)s[nH]c1=O	-0.3%	0.5%	-0.6%	2.9	54	-26.3%	33.8%	31.0%	0.5%	79.9µM*
O=C1COc2ccc(C(=O)COC(=O)CCc3ccc(S(=O)(=O)N4CCOCC4)cc3)cc2N1	0.3%	-3.0%	2.4%	2.9	32	-7.8%	18.9%	2.9%	0.1%	12.8%
CC(=O)OCC1OC(OCc2cn(C[C@H]3CC[C@H](Cn4cc(COC5OC(COC(C)=O)C(OC(C)=O)C(OC(C)=O)C5OC(C)=O)nn4)O3)nn2)C(OC(C)=O)C(OC(C)=O)C1OC(C)=O (stereo partly drawn)	1.0%	-7.9%	1.8%	1.9	106	-5.6%	9.8%	10.0%	-0.3%	10.0%
CCOC(=O)N/N=C\c1ccc(OC/C=C/c2ccccc2)c(OC)c1	-0.1%[50 µM]	6.6%	5.1%	0.3	59	-5.2%	10.7%	15.4%	-0.9%	5.5%
CCOC(=O)C1=C(C)N=c2s/c(=C/c3ccc(OCC(=O)O)cc3)c(=O)n2C1c1ccc(OC)cc1OC (stereo not drawn)	-0.4%	4.3%	0.6%	-0.5	44	-8.0%	13.1%	32.9%	-0.2%	10.1%
Cc1cnc(NC(=O)CSc2nnc(N)s2)s1	1.6%	15.1%	1.0%	1.6	44	-3.0%	21.0%	13.1%	0.5%	6.1%
COc1ccc(-c2c(-c3ccccc3OC)sc3ccccc23)cc1OC	0.4%	4.3%	20.5%	6.7	61	-11.2%	12.9%	10.3%	-0.3%	5.9%
Cc1ccc(C(=O)Nc2ccccn2)cc1S(=O)(=O)N1CCOCC1	-0.2%	x	-0.4%	1.8	50	-0.7%	22.0%	x	x	6.5%
COCCNC(=O)CN(C(=O)CCC(=O)Nc1ccccn1)c1cc(C)ccc1C	0.9%	4.6%	0.5%	-0.8	82	-5.0%	4.6%	0.2%	-0.8%	10.1%
O=c1[nH]nc(Cc2ccc(-c3cccc(Cl)c3)o2)c2ccccc12	-0.1%	-1.3%	11.4%	4.9	94	-0.8%	10.3%	-5.4%	-1.0%	7.7%
CCOC(=O)C1=C(COC(=O)c2ccc(Cl)cc2[N+](=O)[O-])NC(=O)NC1C (stereo not drawn)	0.1%[50 µM]	x	-1.0%	-0.1	47	-10.1%	7.1%	x	x	3.9%
COc1ccc2nc(SCC(=O)N(C)CC(=O)Nc3ccc(F)cc3)[nH]c2c1	1.5%[50 µM]	x	-0.8%	-1.0	57	2.9%	10.4%	x	x	5.0%
O=C(O)CSc1nnc(CSc2nc3ccccc3s2)n1-c1ccccc1	0.1%	13.3%	0.1%	-1.2	55	1.5%	9.3%	-5.8%	0.3%	-5.9%
CC(C)[C@@H]1NC(=O)c2cc([N+](=O)[O-])cc(I)c2NCC[C@@H](C(N)=O)NC(=O)[C@H](CO)NC1=O	x	5.4%	x	x	x	x	7.3%	-12.5%	0.3%	x
CCOc1ccccc1C1C(C#N)=C(N)Oc2cc(N)ccc21 (stereo not drawn)	12.3%	0.3%	1.4%	3.4	55	-5.7%	6.9%	1.3%	0.1%	8.7%
Cc1nn(C)cc1S(=O)(=O)Nc1ncccn1	1.3%	-3.7%	2.5%	-1.2	73	-1.9%	16.4%	-3.0%	0.2%	5.2%
CN(C)CCn1c(=N)n(CC(O)c2ccc(Cl)c(Cl)c2)c2ccccc21 (stereo not drawn)	6.5%	-3.1%	-1.9%	-0.7	88	1.8%	12.6%	-12.1%	-0.9%	-12.8%
CC1(C)Cc2cccc(OCC(=O)N3CCN(S(=O)(=O)c4ccccc4F)CC3)c2O1	2.0%	-2.3%	-0.5%	-0.5	74	0.7%	13.2%	12.4%	0.9%	1.0%
O=C(COc1ccc(OCc2ccccc2)cc1)NN=C1CCCC1	0.2%	-9.6%	-2.3%	-1.0	41	-5.4%	6.5%	0.9%	0.5%	2.8%
Cc1ccc2c(c1)-c1ncc(C(=O)c3cc(Br)ccc3O)cc1CO2	x	-1.8%	15.0%	4.3	52	x	7.4%	5.7%	-0.7%	x
O=C1C2C3C=CC(CC3)C2C(=O)N1c1ccc(Br)cc1[N+](=O)[O-] (stereo not drawn)	0.1%	4.1%	1.1%	2.5	72	2.3%	7.5%	-3.9%	-1.6%	6.0%
Cc1ccc(Sc2ccc(CN3CCCC3)cc2[N+](=O)[O-])cc1	0.2%	-0.9%	-0.4%	2.8	17	1.6%	7.8%	-1.4%	-1.7%	2.1%
Cc1cc(N2CCN(c3nc4ccccc4s3)CC2)n2ncnc2n1	6.4%	-0.9%	0.9%	5.0	59	4.8%	5.4%	-5.4%	-0.1%	5.8%
O=C1Nc2cc(S(=O)(=O)N3CCCC3)ccc2N2CCCC12 (stereo not drawn)	0.3%	-4.3%	2.3%	3.0	72	-21.2%	8.1%	-1.4%	-0.3%	12.1%
O=C(/C=C/c1ccco1)OCn1nnc2ccccc2c1=O	0.1%	-0.4%	0.1%	-0.7	54	-3.8%	27.7%	19.4%	-0.6%	-2.8%
Cc1nnc(SCC(=O)N(Cc2ccccc2)C(C)C)n1-c1ccccc1	1.2%	-7.1%	0.7%	2.0	41	0.6%	3.5%	0.8%	-0.2%	12.4%
Cc1ccc(N/C=C(\[N+](=O)[O-])S(=O)(=O)c2ccccc2)cc1	-1.1%	3.5%	0.1%	0.1	66	-2.2%	6.4%	6.3%	-0.2%	2.9%
Cc1c(NC(=O)c2ccc3c4c(cccc24)CC3)c(=O)n(-c2ccccc2)n1C	-0.1%	-2.1%	1.5%	1.1	52	-6.3%	23.4%	6.9%	-0.7%	12.8%
O=c1c2ccccc2nnn1Cc1cccc2ccccc12	0.2%	10.9%	6.0%	0.6	78	-4.5%	11.3%	-13.4%	-0.8%	12.9%
Cc1ccc(C)c(NC(=S)NCCc2ccc(S(N)(=O)=O)cc2)c1	3.4%	x	2.4%	15.7	89	-4.0%	x	x	0.2%	3.8%
O=C(CC1SC(N2CCOCC2)=NC1=O)Nc1ccccc1Cl (stereo not drawn)	1.0%[50 µM]	x	-0.4%	-1.4	56	-7.4%	x	x	x	3.0%
Cn1c(N)c(C(=O)CSc2nc3ccccc3[nH]2)c(=O)n(C)c1=O	0.1%	5.0%	-2.0%	3.5	64	-1.6%	-2.9%	-5.3%	0.1%	11.4%
COc1ccc(/C=N/NS(=O)(=O)c2ccccc2)cc1OC(=O)c1ccc(C)cc1	0.7%	2.1%	0.8%	4.1	59	-4.8%	-0.5%	4.8%	x	2.3%
Cc1cc(=O)cc(C)n1-c1ccc(Cl)cc1	0.3%	12.9%	4.4%	-2.0	57	-3.8%	8.9%	7.3%	0.5%	5.0%
CCOC(=O)CCN(Cc1cccs1)S(=O)(=O)c1ccc(Cl)cc1	-1.2%	4.3%	-0.4%	-0.8	81	-1.6%	3.6%	6.6%	0.0%	10.3%
COc1ccc2[nH]cc(C(=O)CN3CCCCC3)c2c1	0.6%	-4.0%	-0.4%	-1.4	38	-2.8%	20.3%	4.2%	-0.1%	12.1%
Cc1ccc2cc3cc(C(=O)N4CC(C)CC(C)C4)oc3nc2c1 (stereo not drawn)	2.1%	-1.1%	u	-2.1	94	-4.7%	8.3%	-3.2%	-0.2%	2.5%
CCCCc1ccc(NS(=O)(=O)c2cccc(C(=O)N3CCCN(C)CC3)c2)cc1	0.5%[50 µM]	x	-1.4%	2.7	60	-10.1%	x	x	x	6.8%
Cc1ccc(NC(=O)c2ccc(Nc3ccccc3F)nc2)cc1	0.6%	6.3%	1.9%	1.1	92	-8.0%	11.9%	36.5%	-1.6%	8.8%

Looked up above.
For UTI89 phage lysis, `Cc1cc(=O)cc(C)n1-c1ccc(Cl)cc1` has 0.3%
For RSV antiviral HEp-2, `COc1ccc(/C=N/NS(=O)(=O)c2ccccc2)cc1OC(=O)c1ccc(C)cc1` has 0.8%

Source: PubChem BioAssay (several laboratories)
